# CCHF vOTU inh – blocks the CCHF virus ovarian tumor domain protease; CCHFV vOTU protease, Pep-AMC fluorescence; inhibition, % at 11.5 µM; hit rate 0.55% among 370,000; further: 0% = vehicle wells with enzyme and 100% = no enzyme wells
# UGM FP inh – blocks M. tuberculosis UGM enzyme. purified UGM, fluorescence polarization probe displacement. inhibition, % at 10 µM. hit rate 0.06% among 320,000. AID 504406; in the data active means inhibition above about 10%, passing the limit was not always enough; inconclusive means no clear call, values can overlap the other calls
# Target sequence (P9WIQ1 whole entry, looked up): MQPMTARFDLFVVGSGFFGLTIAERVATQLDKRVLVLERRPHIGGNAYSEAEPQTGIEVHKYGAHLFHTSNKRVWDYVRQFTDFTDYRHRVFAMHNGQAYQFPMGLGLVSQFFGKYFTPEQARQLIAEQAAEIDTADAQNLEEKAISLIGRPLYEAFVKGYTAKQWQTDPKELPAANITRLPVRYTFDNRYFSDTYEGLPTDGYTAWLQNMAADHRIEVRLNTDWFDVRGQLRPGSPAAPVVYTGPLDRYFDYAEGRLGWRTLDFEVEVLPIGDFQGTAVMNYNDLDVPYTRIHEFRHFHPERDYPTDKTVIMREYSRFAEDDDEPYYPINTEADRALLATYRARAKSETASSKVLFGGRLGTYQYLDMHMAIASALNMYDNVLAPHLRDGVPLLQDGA
# BoNT-F LC inh – BoNT F light chain protease inhibition; Multiplex microsphere protease cleavage assay, flow cytometry; inhibition, % at 10 µM; hit rate 0.22% among 360,000; AID 588497; in the data active means inhibition above about 35%, passing the limit was not always enough; inconclusive means no clear call, values can overlap the other calls; further: plate controls were buffer without enzyme for full effect and enzyme alone for no effect
# GDH-TPI inh – counter-screen for M. tuberculosis FBA inhibitors: GDH-TPI coupled enzymes. GDH-TPI coupled enzyme counterscreen, NADH absorbance. inhibition, % at 4.8 µM. hit rate 1.2% among 360,000. AID 588335;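 further: 0% = DMSO wells and 100% = wells lacking the enzyme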
# FadD28 binding – inhibitors of Mycobacterium tuberculosis FadD28 bisubstrate binding | inhibition, % at 12.5 µM | FadD28 bisubstrate probe binding, fluorescence polarization | hit rate 0.22% among 360,000; in the data active means inhibition above about 8.5%, passing the limit was not always enough; inconclusive means no clear call, values can overlap the other calls
# BoNT-A LC inh2 – inhibitors of Botulinum neurotoxin A light chain protease. multiplex microsphere protease substrate cleavage, flow cytometry. inhibition, % at 10 µM. hit rate 0.17% among 360,000. AID 588499; in the data active means inhibition above about 30%; inconclusive means no clear call, values can overlap the other calls; further: plate controls were buffer without enzyme for full effect and enzyme alone for no effect
# PrPC surface inh – inhibitors of human cell surface prion protein PrPC; P04156; TR-FRET read-out; inhibition, % at 13.8 µM; hit rate 0.43% among 370,000; AID 720596; in the data active means inhibition above about 24%; further: 0% = median of the test wells and 100% = reference compound wells
# Mtb FBA inh – Mtb fructose-bisphosphate aldolase inhibition; P9WQA3; purified M. tuberculosis FBA, fluorescence read-out; inhibition, % at 1 µM; hit rate 2.3% among 360,000; AID 588726; in the data active means inhibition above about 27%;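 further: 0% = vehicle and 100% = reference inhibitor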
# Target sequence (P9WQA3 whole entry, looked up): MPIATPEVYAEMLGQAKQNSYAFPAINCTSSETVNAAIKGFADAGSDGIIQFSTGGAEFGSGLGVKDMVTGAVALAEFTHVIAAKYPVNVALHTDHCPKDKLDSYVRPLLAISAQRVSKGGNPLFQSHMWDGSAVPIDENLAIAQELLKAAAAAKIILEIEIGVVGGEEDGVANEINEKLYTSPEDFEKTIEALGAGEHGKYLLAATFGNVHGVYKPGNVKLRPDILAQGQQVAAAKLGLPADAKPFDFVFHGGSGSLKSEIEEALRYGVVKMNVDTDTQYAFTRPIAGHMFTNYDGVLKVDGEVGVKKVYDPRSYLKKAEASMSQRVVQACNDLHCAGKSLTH
# Mtb BioA inh – BioA (M. tuberculosis) enzyme inhibition | purified M. tuberculosis BioA enzyme, plate reader | inhibition, % at 9.99 µM | hit rate 0.096% among 360,000 | AID 602481; in the data active means inhibition above about 40%; inconclusive means no clear call, values can overlap the other calls
# Starred values were filed as active, the others as inactive; ? = inconclusive; . = no result given. Unless noted, no stated cut-off is given here; in the data, active means inhibition above about 30%; inactive means the rest.
SMILES,CCHF vOTU inh,UGM FP inh,BoNT-F LC inh,GDH-TPI inh,FadD28 binding,BoNT-A LC inh2,PrPC surface inh,Mtb FBA inh,Mtb BioA inh
NC(=O)Nc1ccc(C(=O)OCC(=O)Nc2ccc([N+](=O)[O-])cc2C(F)(F)F)cc1,2,0.7,-1,2,-1.2,0.6,-17,0,.
CCOc1ccc(Cc2c(Cl)nc(N)nc2Cl)cc1,-9,-0.1,0,-14,-2.3,-1.4,-1,-2,-0.5
O=C(NCCc1ccccc1)c1ccccc1SCC(=O)N1CCCC1,3,1.5,4,-1,-1.6,0.8,-9,0,0.3
CCOc1cccc2c1OC(c1cc(OC)c(OC)c(OC)c1)N1N=C(c3ccc(C)o3)CC21 (configuration not stated),.,-1.0,-31,8,-1.6,4.7,.,-1,.
CC(C)Sc1nc(SCC(=O)NCc2ccco2)c2c3c(sc2n1)COC(C)(C)C3,13,0.1,-4,7,-5.0,-0.2,6,9,-0.5
O=C(Cc1ccc(NC(=O)C2CCN(C(=O)C3CC3)CC2)cc1)Nc1cccc(C(=O)N2CCCCC2)c1,1,.,-8,1,-0.5,-0.1,16,-3,0.1
O=C(OCCCc1cc2ccccc2c(=O)o1)c1ccc(C(F)(F)F)cc1,14,1.3,8,6,-1.7,0.0,-5,3,-0.8
Cc1ccc(SCCN2CCN(C)CCC2=O)cc1,-4,.,-5,-7,-3.2,-0.4,-3,1,1.6
N#C/C(=C\C=C\c1ccccc1[N+](=O)[O-])c1nc(-c2ccc3c(c2)OCO3)cs1,-1,1.0,-4,4,-1.8,6.2,-5,-3,11
Nc1c(C(=O)NCCN2CCOCC2)c2nc3ccccc3nc2n1-c1ccccc1,-145,2.9,1,28,-4.2,2.3,-19,149*,1.6
Cc1noc(C)c1C(=O)OCC(=O)NC1CC1,15,0.0,-17,4,-0.2,-1.0,-5,1,-1.2
COc1ccc(CC(=O)NCc2nnc(SCC(=O)Nc3cccc(F)c3)n2C)cc1,-11,1.6,-7,1,-1.5,-0.3,8,4,3.9
Fc1ccccc1N1CCN(Cc2c(F)cccc2F)CC1,6,-5.6,-2,5,-0.3,-0.5,-10,3,0.6
NNC(=O)CN1C(c2ccccc2)=Nc2ccc(Br)cc2C1c1ccccc1 (configuration not stated),3,4.3,-9,13,-6.5,0.1,-15,0,.
O=C(CS(=O)(=O)c1ccccc1)Nc1ccc(Cl)cn1,-6,-1.8,0,2,-1.0,-2.3,-3,1,-1.5
CCOC(=O)C1CCCN(C(=O)c2cc(-c3ccccc3)cs2)CC1 (configuration not stated),8,.,2,7,-0.9,0.1,-7,1,2.7
CC(=O)c1cnn(-c2ccc(Cl)cc2)c1C,2,-0.5,3,-2,-1.8,-1.2,-3,1,-2.2
COc1ccc(NC(=O)Nc2ccc(N(C)C)cc2)cc1,0,-3.4,-24,-8,-3.3,3.4,11,2,-0.5
CN(C)C(=O)NC(NC(=S)Nc1ccccc1)C(Cl)(Cl)Cl (configuration not stated),-9,-1.2,-9,0,-4.2,-0.4,13,1,-0.2
Cc1ccc(-c2nnc(N3CCCCC3)c3ccccc23)cc1S(=O)(=O)N(C)C,-6,-0.7,-8,4,0.5,1.1,-5,1,0.2
COc1ccc2[nH]c(C(=O)N3CCN(Cc4ccccc4)CC3)cc2c1OC,-15,-0.7,-27,1,0.3,-2.8,-4,2,3.7
CC1(Oc2ccc(Cl)cc2)CCN(Cc2cccn2-c2nccs2)C1 (configuration not stated),6,.,-4,4,-0.1,-0.2,-11,-1,0.4
CCOC(=O)c1cc(-c2ccc(OC)cc2)n[nH]1,-3,2.8,-7,-5,-2.7,-0.4,2,1,.
COc1ccc(C2NC(=O)NC(C)=C2C(=O)OC2CCCC(C)C2)cc1 (configuration not stated),27,-1.0,-3,-1,-2.2,0.0,-6,-1,0.8
CCc1ccc2[nH]c(=O)c(CN(CCCN3CCOCC3)C(=O)Nc3ccc(Cl)cc3)cc2c1,8,-1.3,0,15,-3.7,-0.3,-6,1,.
Cc1nnc(SCC(=O)NC2CCS(=O)(=O)C2)n1Cc1ccccc1 (configuration not stated),3,-4.6,2,1,1.1,-0.7,1,3,0.7
CCCN(CC(=O)Nc1ccc(F)c(F)c1F)C(=O)C1CC(=O)N(Cc2ccccc2)C1 (configuration not stated),14,-1.7,-4,7,-0.6,1.1,3,4,0.1
NNC(=O)c1nn(-c2ccc(Cl)cc2)ccc1=O,10,-0.2,-4,19,-2.2,?,-7,1,1.0
COc1cc(OCC(=O)NC(C)C)cc2c1C(=O)O[C@@H](C)CCCC(=O)CCCCC2,-1,0.8,-11,8,-1.3,1.5,2,-1,-1.8
CCN(CCn1cccn1)C(=O)c1cc(COc2ccccc2SC)on1,3,-5.3,-5,-1,-3.4,-2.2,-6,0,0.6
Cc1cc(C)n2cc(CSc3ncn[nH]3)nc2n1,-45,0.2,-2,3,-3.1,-0.7,6,95*,1.2
CSCCC(NS(=O)(=O)c1ccc2ccccc2c1)C(=O)O (configuration not stated),10,2.5,7,10,0.4,0.5,5,0,-0.3
CC(NC(=O)c1ccc(CS(C)(=O)=O)cc1)c1ccc(-c2ccccc2)cc1 (configuration not stated),-1,-0.5,1,-4,-4.7,-0.2,-3,-5,-2.3
COc1ccc(-c2noc(CN3CCN(c4ccccc4F)CC3)n2)cc1OC,4,1.0,5,3,-1.3,0.3,3,3,-0.7
O=C(CCc1nc(-c2ccccc2F)no1)NCCN1CCN(Cc2ccccc2)CC1,0,-1.4,2,-6,-4.5,0.4,-8,0,-1.4
CSc1nc2ccc(NC(=O)C3CCCO3)cc2s1 (configuration not stated),-2,2.7,-7,6,-5.4,1.1,3,-5,-0.5
Cc1noc(C)c1COc1ccc(C(=O)OCC(=O)Nc2ccc3c(c2)OCO3)cc1,6,0.6,-5,0,0.3,0.0,-4,3,-0.5
Clc1nc(NCCN2CCOCC2)nc(NCc2ccccc2)n1,1,-0.2,-1,7,-0.2,0.2,6,1,.
CC(C)C(=O)Nc1ccc(N2CCOCC2)c(S(=O)(=O)Nc2ccccc2Cl)c1,1,-2.0,5,4,-1.9,0.5,0,5,0.6
Cc1ccc(NC(=O)c2cnc3ccccc3n2)cc1C,3,0.0,-2,1,0.4,0.3,-8,-1,.
Cc1cc(C)cc(NC(=O)CSc2nc3c(c(=O)[nH]2)CN(Cc2ccc(F)cc2)CC3)c1,18,5.0,1,-6,-3.2,0.8,-3,-5,.
NS(=O)(=O)c1ccc(NC(=O)COC(=O)Cn2cnc3ccccc3c2=O)cc1,12,2.5,-2,7,-2.4,-0.1,-4,2,-1.2
O=c1c2ccccc2ccc2ccc(P(=O)(O)O)cc12,-11,3.5,-6,16,-1.2,-0.4,9,13,-0.9
Cc1cccc(/C=N/NC(=O)c2ccc(NC(=O)c3ccc(Cl)cc3)cc2)n1,9,2.2,10,21,-3.1,-0.2,7,0,0.1
COc1ccc(OC)c(/C=C/c2ccc3cccc(O)c3n2)c1,14,-0.9,-20,8,-1.0,2.9,-28,4,.
COCCNC(=O)Cn1cnc2c1c(=O)n(C)c(=O)n2C,10,-0.8,-1,-1,0.4,0.5,-3,1,5.4
COc1ccc(CCn2nnnc2C(CC(C)C)N2CCN(c3ncccn3)CC2)cc1OC (configuration not stated),-8,0.5,-6,16,-0.8,0.6,-3,-6,-0.2
Cc1ccc2c(c1)[C@H]1[C@H](CO2)[C@H](c2ccccc2)[C@]2(C)C(=O)Nc3cc(F)c(F)cc3C(=O)N12,11,-2.9,-4,4,-5.7,-0.1,29*,-2,-1.4
CCc1c(C(=O)Nc2ccc(S(=O)(=O)N3CCOCC3)cc2)csc1C,-11,2.9,-4,-1,-5.7,0.2,9,-1,1.6
Cc1cc(OCC(=O)Nc2ccc(OCc3ccccc3)cc2)nc(C(C)C)n1,-7,-1.5,1,3,-0.8,0.1,1,-2,-0.8
CC(=O)Nc1ccc(-c2ccnc3c2CC(C)(C(=O)Nc2ccc(Cl)cc2)O3)cc1 (configuration not stated),15,.,-1,1,-5.6,0.0,0,7,5.5
CSc1nc2nc3c(cc2c(=O)n1-c1ccccc1C)CCCC3,-6,-0.9,-9,-10,-4.8,-1.4,12,2,0.3
Clc1ccccc1-c1nnc2sc(-c3ccccn3)nn12,-1,.,2,15,-1.3,?,7,0,-1.0
CCc1ccc2[nH]c(=O)c(Cc3ccccc3)c(O)c2c1,6,6.6,?,2,0.0,-1.3,8,12,-1.8
COCCCn1c(=N)c(C(N)=S)cc2c(=O)n3cccc(C)c3nc21,-165,-1.3,-61,10,-6.7,12,-14,73*,1.0
COc1ccc(NC(=O)CN2CCN(C(C)=O)CC2)cc1S(=O)(=O)N1CCOCC1,-16,2.7,1,3,1.0,-0.2,-1,9,-4.2
CCc1noc(C)c1C(=O)NNC(=O)c1nn(C)c(=O)c2ccccc12,4,0.1,2,3,-0.7,3.7,-3,4,1.2
CC(=O)Nc1nc2n(n1)C(c1ccc(F)cc1)C=C(c1ccccc1)N2 (configuration not stated),-19,-2.9,.,13,-3.9,.,-2,17,-2.3
COc1ccc(-c2cc(C(=O)N3CC4(C)CC3CC(C)(C)C4)no2)cc1 (configuration not stated),-15,2.5,-3,-5,-4.1,-0.7,-3,-1,-1.0
CN(Cc1cnccn1)C(=O)C1CCC(=O)N(CCc2ccc(Cl)cc2)C1 (configuration not stated),-7,-2.9,-3,-5,-2.9,-0.5,4,0,-1.7
S=c1[nH]ccc2ccccc12,4,.,1,-1,-3.5,0.0,6,0,-0.9
O=C(CSc1nncn1-c1cccnc1)Nc1ccccc1[N+](=O)[O-],-5,1.4,-8,5,.,-0.7,-10,1,.
COc1ccc(OCCOC(=O)CNC(=O)c2ccc(Cl)cc2Cl)cc1,3,1.4,16,8,-1.9,2.2,-3,3,-0.2

# As a working copy, part of the list above:
SMILES,CCHF vOTU inh,UGM FP inh,BoNT-F LC inh,GDH-TPI inh,FadD28 binding,BoNT-A LC inh2,PrPC surface inh,Mtb FBA inh,Mtb BioA inh
CC(=O)Nc1ccc(-c2ccnc3c2CC(C)(C(=O)Nc2ccc(Cl)cc2)O3)cc1 (configuration not stated),15,.,-1,1,-5.6,0.0,0,7,5.5
CSc1nc2nc3c(cc2c(=O)n1-c1ccccc1C)CCCC3,-6,-0.9,-9,-10,-4.8,-1.4,12,2,0.3
Clc1ccccc1-c1nnc2sc(-c3ccccn3)nn12,-1,.,2,15,-1.3,?,7,0,-1.0
CCc1ccc2[nH]c(=O)c(Cc3ccccc3)c(O)c2c1,6,6.6,?,2,0.0,-1.3,8,12,-1.8
COCCCn1c(=N)c(C(N)=S)cc2c(=O)n3cccc(C)c3nc21,-165,-1.3,-61,10,-6.7,12,-14,73*,1.0
COc1ccc(NC(=O)CN2CCN(C(C)=O)CC2)cc1S(=O)(=O)N1CCOCC1,-16,2.7,1,3,1.0,-0.2,-1,9,-4.2
CCc1noc(C)c1C(=O)NNC(=O)c1nn(C)c(=O)c2ccccc12,4,0.1,2,3,-0.7,3.7,-3,4,1.2
CC(=O)Nc1nc2n(n1)C(c1ccc(F)cc1)C=C(c1ccccc1)N2 (configuration not stated),-19,-2.9,.,13,-3.9,.,-2,17,-2.3
COc1ccc(-c2cc(C(=O)N3CC4(C)CC3CC(C)(C)C4)no2)cc1 (configuration not stated),-15,2.5,-3,-5,-4.1,-0.7,-3,-1,-1.0
CN(Cc1cnccn1)C(=O)C1CCC(=O)N(CCc2ccc(Cl)cc2)C1 (configuration not stated),-7,-2.9,-3,-5,-2.9,-0.5,4,0,-1.7

# An unsorted share of the library. Share with any hit: about 4.8%.
